Compound activity as filed in PubChem BioAssay.
TexasRed fluor: alters Texas Red total fluorescence, flagging assay interference. TRb/SRC2 Texas Red total fluorescence interference. Potency, µM (highest dose often 106 µM), for the others: at the top dose fluorescence change, negative = quenching. 280,000 compounds, 0.29% hits. AID 1479; active = well fitted curve in either direction with a large enough effect; inconclusive = small, poorly fitted or top-dose-only effect; note: % is set by controls: 0 for no effect and ±100 for the full control effect
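Flags fluorescent or light-absorbing compounds by total fluorescence, S + 2P, at 555 nm excitation and 632 nm emission. Mixture: 20 nM Texas Red SRC2 peptide, 0.6 uM human TRb LBD, 1 uM T3, 5% DMSO; compound exposure 5 h at ambient temperature.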
Tau FP inhib: inhibitors of human tau fibril formation | P10636 | K18 P301L tau heparin fibrillization, Alexa594 FP, 6 h | Potency, µM (titrated, usually from 57.7 µM), inactives show at the top dose activity, negative = inhibition, usual class: inhibitors | 280,000 compounds, 0.39% hits; note: % is set by controls: 0 for no effect and ±100 for the full control effect; nearly all actives have a fitted effect of over 55% in size
Target sequence (P10636 561-689 P618L limits assumed): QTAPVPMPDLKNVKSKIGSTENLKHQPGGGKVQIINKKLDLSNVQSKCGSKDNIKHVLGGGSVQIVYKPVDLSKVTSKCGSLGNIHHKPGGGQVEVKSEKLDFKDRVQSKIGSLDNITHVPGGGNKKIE
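Read-out: fluorescence polarization of Alexa 594-labeled tau (0.24 uM), 555 nm excitation, 632 nm emission. Mixtures held 15 uM unlabeled K18 P301L, compound and 20 uM heparin, pH 7 acetate buffer, incubated 6 hr at 37 C.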
HTT cytoprotect: protects HTT-Q103 PC12 cells, measured by ATP; 230,000 compounds, 0.14% hits; PC12 HTT-Q103 induced, cytoprotection, ATP luminescence, 40 h; Potency, µM (top dose mostly 56.4 µM), without a hit: cytoprotection (ATP increase), hits mostly activators;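 note: % of control where 0% means no effect; nearly all actives have a fitted effect of over 45% in size; toxic huntingtin expression switched on by the ecdysone agonist tebufenozide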
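Cells were plated at 1500 per well in phenol red-free DMEM with 5% equine and 5% calf serum. Tebufenozide (100 nM final) and compounds were added, then ATPlite reagent, and luminescence was read.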
L3MBTL1 inh: blocks human L3MBTL1 | Q9Y468 | AlphaScreen L3MBTL1–H3K9me1 peptide binding | Potency, µM (series often up to 57.1 µM), inactives show at the highest dose activity, negative = inhibition, hits mostly inhibitors | 230,000 compounds, 0.66% hits | AID 485360; note: % is set by controls: 0 for no effect and ±100 for the full control effect; nearly all actives have a fitted effect of over 60% in size
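Displacement of a biotinylated histone H3(1-15) peptide monomethylated at Lys9 (75 nM) from L3MBTL1 (50 nM) was measured by AlphaScreen after a 30 min room-temperature compound incubation; cefsulodin titration served as intraplate control.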
RECQ1 inh: blocks DNA unwinding by human RECQ1; P46063; Potency, µM (top dose mostly 57.3 µM), without a hit: at the highest dose activity, negative = inhibition, usual class: inhibitors; RECQ1 DNA unwinding, red fluorescence kinetic read; 240,000 compounds, 0.54% hits;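 note: plate controls were vehicle for no effect and no enzyme for full effect; nearly all actives have a fitted effect of over 30% in size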
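50 nM RECQ1T1 preincubated 15 min with compound in Tris pH 8.0 buffer with MgCl2, DTT, Tween-20 and 2.5 ug/ml poly(dI-dC); started with 200 nM TAMRA/BHQ-2 forked duplex and 2 mM ATP. Unwinding read as fluorescence (525/598 nm), two reads 2 h apart.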
TRb-SRC2 inh: inhibitors of human thyroid hormone receptor beta-SRC2 interaction; P10828; 280,000 compounds, 0.065% hits; Potency, µM (top dose mostly 106 µM), for inactives: at the top dose activity change, negative = inhibition, actives largely listed as inhibitors; AID 1469; TRbeta-SRC2 peptide binding, fluorescence polarization; receptor liganded with 1 µM T3;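 note: plate controls were bound peptide for no effect and peptide without receptor for full effect; nearly all actives have a fitted effect of over 50% in size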
Target sequence (P10828 whole entry, looked up): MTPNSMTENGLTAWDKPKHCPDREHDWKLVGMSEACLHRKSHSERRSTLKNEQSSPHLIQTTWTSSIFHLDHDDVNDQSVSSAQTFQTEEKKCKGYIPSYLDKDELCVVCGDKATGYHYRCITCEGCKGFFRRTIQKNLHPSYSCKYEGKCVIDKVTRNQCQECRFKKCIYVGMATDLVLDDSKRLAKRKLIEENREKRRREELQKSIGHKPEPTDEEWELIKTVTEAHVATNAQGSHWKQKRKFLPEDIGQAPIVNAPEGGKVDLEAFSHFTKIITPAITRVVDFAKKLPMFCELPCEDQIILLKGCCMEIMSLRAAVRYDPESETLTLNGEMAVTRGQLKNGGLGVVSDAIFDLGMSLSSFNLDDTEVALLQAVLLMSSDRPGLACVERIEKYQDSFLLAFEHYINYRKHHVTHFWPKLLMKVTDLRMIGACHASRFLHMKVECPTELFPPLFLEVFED
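Quantitative HTS by FP: 0.6 uM TRb LBD, 20 nM labeled SRC2 20-mer, 1 uM T3, 5% DMSO; 5 hr ambient incubation; % activity per concentration and potencies from concentration series.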
Tau ThT inhib: blocks human tau fibril formation measured by thioflavin T | recombinant tau K18 P301L, heparin-induced fibrillization, ThT fluorescence | Potency, µM (series often up to 57.4 µM), for the others: at the top dose activity, negative = inhibition, most hits filed as inhibitors | 270,000 compounds, 2.1% hits | AID 1460; note: % is set by controls: 0 for no effect and ±100 for the full control effect; nearly all actives have a fitted effect of over 55% in size
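Recombinant human tau K18 fragment […] carrying P301L, 15 uM unlabeled plus 0.24 uM Alexa 594-labeled, was fibrillized with 20 uM heparin in 100 mM sodium acetate pH 7 for 6 hr at 37 C; 30 uM ThT fluorescence read after 1 hr.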
Tau fluor cs: counter-screen for tau fibril formation inhibitors | tau K18 P301L Alexa594 fluorescence, heparin fibrillization | Potency, µM (series often up to 57.7 µM), inactives show top-dose activity change, negative = decrease | 280,000 compounds, 0.93% hits; note: % is set by controls: 0 for no effect and ±100 for the full control effect; nearly all actives have a fitted effect of over 55% in size
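Human tau K18 P301L (15 uM unlabeled, 0.24 uM Alexa 594-labeled) in 100 mM sodium acetate pH 7 with 20 uM heparin, 6 hr at 37 C. ThT 30 uM added, 1 hr ambient; Alexa 594 FP and total fluorescence read at 555/632 nm.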
* = called active by the depositor; i = inactive; ? = inconclusive; . = not tested or not shown; [ ] = another dose, or the depositor's remark. Unless noted, calls come from the whole dose curve; as a rule, active = well fitted curve in the direction sought with a large enough effect; inconclusive = small, poorly fitted or top-dose-only effect, or another doubt; inactive = no such curve, though single readings can be large; an effect the other way counts as inactive or inconclusive. Potency is the fitted concentration of half-maximal effect. These rows are one share of the data; rates above refer to the full screens.

SMILES | TexasRed fluor | Tau FP inhib | HTT cytoprotect | L3MBTL1 inh | RECQ1 inh | TRb-SRC2 inh | Tau ThT inhib | Tau fluor cs
COc1ccc(N(C(=O)C2CCCCC2)C2C=CS(=O)(=O)C2)c(OC)c1 (configuration not stated) | -6% | -6% | -8% | -5%[11.4 µM] | -13% | -1% | -4% | 0%
COc1ccc(C(=O)N2CCN(c3cccc(Cl)c3)CC2)c(OC)c1 | 2% | 5% | -16% | 1% | i | -9% | -11% | -5%
NC(=O)c1cc2ccncc2c2ccccc12 | -2% | 2% | -2%[10 µM] | . | 0% | 7% | . | -4%
NC(=S)N/N=C/c1cccc(/C=N/NC(N)=S)c1 | -2% | -2% | 17%[10 µM] | 5% | i | -3% | -5% | -13%
CCOc1ccc(Nc2n[nH]c(=S)s2)cc1 | -3% | -1% | -13%[10 µM] | -2% | 8% | -11% | ? | -28%
O=[N+]([O-])/C(C(Cl)=C(Cl)Cl)=C(/NC1CC1)Sc1ccccc1 | -3% | ? | -7% | . | 6% | -4% | ? | -18%
Cc1cccc(OCC(=O)Nc2nnn(C)n2)c1C | -5% | 2% | 5%[10 µM] | 2% | -2% | -7% | -2% | -4%
CCOC(=O)c1cn(Cc2cccc(C)c2)nn1 | 1% | -2% | 3%[10 µM] | 6% | -5% | -3% | 2% | -5%
O=C(CCc1n[nH]c(=O)[nH]c1=O)N1CCCCC1 | -6% | -4% | -13% | 7% | 6% | -4% | -3% | 3%
Cc1ccn2c(=O)cc(COc3cccc(NC(=O)Nc4cccc(Cl)c4C)c3)nc2c1 | -1% | -7% | . | . | . | -1% | ? | -23%
Cc1onc(-c2c(F)cccc2Cl)c1C(=O)Nc1ccccc1N1CCOCC1 | -2% | -3% | 21%[10 µM] | -16% | 20% | -3% | -4% | -15%
CCCNc1nc2c(c(=O)n(C)c(=O)n2C)n1CCC(C)C | -1% | 12% | -14% | 4% | -12% | -1% | 3% | -4%
O=S(=O)(Cc1ccccc1)N1CCN(Cc2ccccc2)CC1 | 2% | 0% | 22%[10 µM] | 4% | -3% | 3% | -1% | 5%
C/C(N)=C(/C#N)C(=O)CSc1nc2scc(-c3ccc(F)cc3)c2c(=O)n1C | 1% | -7% | -14% | . | i | 0% | -8% | -25%
Cc1ccc(NC(=O)CSc2nc3c(cc2C#N)C(=O)CCC3)cc1S(=O)(=O)N(C)C | -1% | -8% | 6%[10 µM] | 1% | -5% | 1% | -11% | -11%
CCC(C)(C)C1CCc2c(sc(NC(=O)C3c4ccccc4Oc4ccccc43)c2C(N)=O)C1 (configuration not stated) | -88%[1.83 µM] | ? | . | . | . | -32%[1.83 µM] | 6% | -2%
COC(=O)c1ccccc1NC(=O)c1cc(=O)c2ccc(C)c(C)c2o1 | -4% | -4% | . | . | . | 1% | 0% | 0%
O=C(O)c1ccc(Cn2cnc3cccnc32)cc1 | 7% | -5% | . | . | . | -11% | -7% | -9%
O=C(NCC(c1cccnc1)N1CCN(c2ccccc2F)CC1)c1ccco1 (configuration not stated) | 1% | 1% | 5%[10 µM] | 7% | i | 2% | -12% | 2%
Cc1cc(C)cc(NC(=O)NCc2c(-c3ccccc3)noc2C)c1 | -2% | -8% | 16%[10 µM] | 3% | 14% | 3% | 7% | -18%
O=C(Cc1ccccc1)NNC(=O)Nc1ccc(Cl)c(Cl)c1 | 4% | -5% | 0%[10 µM] | 1% | -9% | 0% | 2% | -8%
O=[N+]([O-])c1ccccc1S(=O)(=O)n1nnc2ccccc21 | -2% | 4% | -2%[10 µM] | -2% | 7% | -1% | 10% | -1%
Cc1ccc(NC(=O)CSc2nnc(-c3ccncc3)n2C)cc1C | 0% | 3% | 6%[10 µM] | 7% | -3% | 10% | 4% | 6%
Cc1ccccc1NC(=S)NNC(=O)c1csc2c1CCC(C)C2 (configuration not stated) | 1% | 10% | -53%[inhibitor] | . | i | -14% | -17% | -22%
COC(=O)N/N=C/c1cc(Cl)c(OCc2ccc(F)cc2)c(OC)c1 | 0% | -10% | . | 5% | -8% | 3% | -12% | -18%
COCCNC(=O)/C(C#N)=C/C=C/c1ccccc1 | 1% | 2% | -9%[10 µM] | -4% | i | 0% | -5% | 7%
COc1cc2c(C(=O)N3CCN(c4ccccc4F)CC3)cn(C)c(=O)c2cc1OC | 0% | 2% | -16% | . | 2% | -2% | -4% | -9%
CCOc1ccc(CCNC(=O)C2CCN(c3nnc(-n4cccc4)s3)CC2)cc1 | 1% | -8% | 2% | . | -4% | -15% | -14% | -2%
COc1cc(C(=O)OCCN2CCOCC2)cc(OC)c1OC | -1% | 5% | -5% | 12% | -5% | 0% | 2% | 6%
Oc1c(C(c2cccs2)N2CCN(c3cccc(Cl)c3)CC2)sc2ncnn12 (configuration not stated) | 0% | 7% | 7% | -9% | -17% | -14% | ? | -10%
O=C(COc1ncnc2sccc12)N1CCN(c2ccccc2)CC1 | 0% | 5% | 7%[10 µM] | -6% | 1% | -1% | ? | -19%
CC(=O)c1cnn(-c2cc(Oc3cccc(C)c3)ncn2)c1C | 1% | 1% | -1% | . | 4% | -10% | -6% | 1%
O=C(CSc1ncccn1)c1ccccc1Br | 0% | -4% | -6%[10 µM] | 7% | 2% | 4% | -7% | -2%
O=C1CNC(=S)N1CCc1ccccc1Cl | 1% | 1% | 25%[10 µM] | . | 15% | 0% | . | 4%
FC(F)(F)c1ccccc1-c1nccc(NCc2ccccc2)n1 | -1% | -7% | 10% | . | -18% | -5% | -8% | -19%
O=C(O)c1nnn(-c2cccc(C(F)(F)F)c2)c1-c1ccccc1 | -4% | -4% | -2%[10 µM] | 0% | -19% | -2% | -3% | -1%
CCOC(=O)N1CCN(C(=O)CN(c2cccc(C(F)(F)F)c2)S(=O)(=O)c2ccccc2)CC1 | -1% | 2% | -8%[10 µM] | -5% | i | 3% | -18% | -13%
O=C(CN(Cc1ccccc1F)S(=O)(=O)c1ccc(Cl)cc1)NCCCO | 0% | 2% | -24% | . | -9% | -3% | -4% | -7%
COc1ccc(/C=C2\S/C(=N/S(=O)(=O)c3cccs3)NC2=O)cc1 | -12% | 10% | -28% | -8% | i | 4% | -10% | 4%
Cc1cc(O)c(/C=N/Nc2ccc(F)cc2)c(=O)o1 | -4% | -6% | . | 0% | i | 2% | -17% | -10%
O=C(NNC(=O)c1ccc([N+](=O)[O-])o1)c1ccccc1 | -7% | -5% | -3% | 42%[activator] | -14% | -6% | -10% | 2%
O=C(Cn1c(=O)oc2cc(S(=O)(=O)N3CCCC3)ccc21)NC1CCCc2ccccc21 (configuration not stated) | -3% | -7% | 18% | 11% | -21% | 17% | 2% | 0%
CC(Sc1nc2ccccc2n1C)C(=O)NC(c1ccccc1)c1ccccc1 (configuration not stated) | 0% | 4% | -17%[10 µM] | -5% | i | 6% | -18% | -8%
COc1ccc(C)cc1-n1nnnc1SC/C(O)=C(\C#N)c1nc2ccccc2[nH]1 | -2% | -2% | -3%[0.074 µM] | -3%[11.4 µM] | -13% | 0% | ? | ?
COc1ccc(OC)c(N2C(N)=NC(N)=NC23CCCC3)c1 | -3% | -2% | -5% | -5% | -4% | -3% | ? | -19%

Part of the list above in a different format:
COc1cc2c(C(=O)N3CCN(c4ccccc4F)CC3)cn(C)c(=O)c2cc1OC
  TexasRed fluor = 0%
  Tau FP inhib = 2%
  HTT cytoprotect = -16%
  L3MBTL1 inh = .
  RECQ1 inh = 2%
  TRb-SRC2 inh = -2%
  Tau ThT inhib = -4%
  Tau fluor cs = -9%

CC(=O)c1cnn(-c2cc(Oc3cccc(C)c3)ncn2)c1C
  TexasRed fluor = 1%
  Tau FP inhib = 1%
  HTT cytoprotect = -1%
  L3MBTL1 inh = .
  RECQ1 inh = 4%
  TRb-SRC2 inh = -10%
  Tau ThT inhib = -6%
  Tau fluor cs = 1%

COc1cc(C(=O)OCCN2CCOCC2)cc(OC)c1OC
  TexasRed fluor = -1%
  Tau FP inhib = 5%
  HTT cytoprotect = -5%
  L3MBTL1 inh = 12%
  RECQ1 inh = -5%
  TRb-SRC2 inh = 0%
  Tau ThT inhib = 2%
  Tau fluor cs = 6%

Cc1cc(C)cc(NC(=O)NCc2c(-c3ccccc3)noc2C)c1
  TexasRed fluor = -2%
  Tau FP inhib = -8%
  HTT cytoprotect = 16%[10 µM]
  L3MBTL1 inh = 3%
  RECQ1 inh = 14%
  TRb-SRC2 inh = 3%
  Tau ThT inhib = 7%
  Tau fluor cs = -18%

Additional structures.
SMILES | TexasRed fluor | Tau FP inhib | HTT cytoprotect | L3MBTL1 inh | RECQ1 inh | TRb-SRC2 inh | Tau ThT inhib | Tau fluor cs
O=C1CC(c2ccccc2)Cc2[nH]c(=O)c(-c3nc(-c4cccc(Cl)c4)cs3)cc21 (configuration not stated) | 4% | -17% | . | . | . | 0% | -6% | -23%
O=c1c(-c2ccc(Oc3ccccc3)cc2)[n+]([O-])c2ccccc2n1OCc1ccccn1 | -7% | 0% | 2% | . | -10% | -6% | -1% | -4%
CCOC(=O)c1[nH]c2ccccc2c1NC(=O)c1ccc(Br)o1 | -1% | 7% | -9%[10 µM] | -5% | i | 1% | ? | -29%
Cc1nccn1CCN(C)Cc1cn(Cc2ccccc2)nc1-c1ccc2c(c1)OCO2 | 0% | -2% | 3%[10 µM] | -12% | i | -9% | -5% | 5%
Cc1cc(NC(=NC2CC2)c2ccccc2)n(-c2ccccc2)n1 | -3% | 4% | -20% | . | -1% | -7% | 0% | -2%
